DPM-DC inhibit: inhibitors of Streptococcus pneumoniae diphosphomevalonate decarboxylase | 65,000 tested, 0.49% active | purified DPM-DC, PK/LDH coupled NADH fluorescence | AID 556 | calls only at 10 µM;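 active means the 320 compounds with the highest percent inhibition in the single-dose primary screen, excluding strongly autofluorescent ones, cut at about 32% in these data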;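 further: kinetic rate of NADH fluorescence loss reporting ADP formed by the decarboxylase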
HT1080 cytotoxicity: HT1080 cell viability loss – fluorescence readout (AID 620); 87,000 tested, 0.42% active; cytotoxicity, % at 10 µM, or EC50 in µM where a hit was titrated; HT1080 viability, fluorescence; higher % means a stronger effect;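 further: cells exposed to compound overnight then 4 h with Alamar Blue; 0% = vehicle DMSO and 100% = killing control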
LYP inhibition: inhibition of human PTPN22 tyrosine phosphatase – biochemical, DiFMUP fluorescence, recombinant catalytic domain, 10 µM, primary screen (AID 606); recombinant LYP catalytic domain, DiFMUP fluorescence; higher % means a stronger effect; inhibition, % at 10 µM; hits with a dose series show IC50 in µM; 52,000 tested, under 10 active;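 active means IC50 under 40 µM in the dose-response test; inactive means IC50 of 40 µM or more, or never dose-tested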
Alkaline phosphatase: inhibition of tissue-nonspecific alkaline phosphatase – biochemical, luminescent (AID 518). 64,000 tested, 0.09% active. purified TNAP enzyme, luminescent substrate readout; higher % means a stronger effect. inhibition, % at 20 µM; hits with a dose series show IC50 in µM; in the data active means a potency from the dose series; inactive means the rest, 99 in 100 with inhibition below about 22%;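 further: plate controls were vehicle for no effect and reference inhibitor for full effect; many of its hits are not listed in these tables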
HPDE-C7 viability: HPDE-C7 pancreatic duct cell viability loss – fluorescence, HTS (AID 430). HPDE-C7 pancreatic duct cells viability, fluorescence; higher % means a stronger effect. one-dose cytotoxicity, % at 10 µM; EC50 in µM for titrated hits. 63,000 tested, 1.8% active;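 further: cells exposed to compound for 48 hours before viability readout; 0% = vehicle and 100% = reference cytotoxic drug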
HPDE-C7K KRASV12: cytotoxicity in KRAS-transformed pancreatic duct cells, primary screen, cell-based, fluorescence, HTS (AID 431). HPDE-C7K KRASV12 cells, Alamar Blue viability, 48 h; higher % means a stronger effect. one-dose cytotoxicity, % at 10 µM; EC50 in µM for titrated hits. 63,000 tested, 1.7% active;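 active means compounds whose percent cytotoxicity in the single-dose primary screen, scaled between solvent and toxic-drug controls, exceeds 50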;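 further: 0% = DMSO solvent wells and 100% = doxorubicin-treated wells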
Bfl-1 displacement: Bfl-1 inhibitors, primary screen, biochemical, fluorescence polarization, FITC-Bid, mouse (AID 432). FITC-Bid BH3 peptide fluorescence polarization displacement; higher % means a stronger effect. displacement, % at 20 µM; hits with a dose series show IC50 in µM. 64,000 tested, 0.02% active; in the data active means a potency from the dose series; inactive means the rest, 99 in 100 with displacement below about 15%; further: strong numbers were not always called active
Spn MK inh: blocks S. pneumoniae mevalonate kinase; purified MK, PK/LDH-coupled NADH absorbance 340 nm; inhibition, % at 10 µM; 65,000 tested, 0.48% active; AID 555;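 active means ranked among the strongest by inhibition in the single 10 µM screen, a fixed top-ranked set picked for dose follow-up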; further: no value below 0 was filed
PMK inhibit: inhibitors of Streptococcus pneumoniae phosphomevalonate kinase; purified PMK, PK/LDH-coupled NADH absorbance 340 nm; inhibition, % at 10 µM; 65,000 tested, 0.49% active; AID 539;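 active means top-ranked compounds by inhibition in the single 10 µM screen, taking a fixed number of the strongest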;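 further: 0% = full reaction with DMSO carrier and 100% = background rate without enzyme reaction; no value below 0 was filed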
PMK inhibit pilot replicates: also measured in PMK inhibit; calls as there; inhibition, %; measured here: pilot screen replicates
Spn MK inh pilot replicates: further read-out of Spn MK inh, marked with its call; inhibition, %; measured here: pilot screen replicates
DPM-DC inhibit pilot screen %: second read-out of DPM-DC inhibit, no call of its own (marks repeat the call); inhibition, %; measured here: pilot screen trials
Numbers without * were called inactive; i = inactive; . = not tested or not shown; & = joins results of further samples. Unless noted, no stated cut-off is given here; in the data, active means cytotoxicity above about 50%; inactive means the rest.

SMILES	DPM-DC inhibit	HT1080 cytotoxicity	LYP inhibition	Alkaline phosphatase	HPDE-C7 viability	HPDE-C7K KRASV12	Bfl-1 displacement	Spn MK inh	PMK inhibit	others
c1ccc(-n2cnc3cc(NCc4ccccn4)ccc32)cc1	i	-5%	.	12%	-7%	-5%	-2%	6	8	PMK inhibit pilot replicates=3.5;Spn MK inh pilot replicates=2.5;DPM-DC inhibit pilot screen %=3.0
COC(=O)CSc1nnc(CNS(=O)(=O)c2ccc(C)cc2)n1C	i	7%	.	1%	-4%	-11%	3%	10	7
COc1ccc(-c2nnc(SCC(=O)N3CCCCC3)o2)cc1OC	i	7%	1%	9%	7%	-1%	0%	6	8	PMK inhibit pilot replicates=0.0;Spn MK inh pilot replicates=0.0;DPM-DC inhibit pilot screen %=0.0
Cc1nnc(SCc2nc3ccccc3s2)n1-c1ccccc1	i	-2%	1%	8%	-5%	-5%	-11%	2	4	PMK inhibit pilot replicates=0.5;Spn MK inh pilot replicates=0.0;DPM-DC inhibit pilot screen %=5.5
CCn1c(N)c(C(=O)NCC2CCCO2)sc1=S (stereo not drawn)	i	8%	.	5%	-9%	-1%	6%	15	11
COc1ccc(-c2cn3cccnc3n2)cc1NC(=O)c1ccc(Br)o1	.	17%	-5%	6%	-3%	8%	-7%	1	14
COc1cccc(C2C(C(=O)c3cccs3)=C(O)C(=O)N2c2cc(C)on2)c1 (stereo not drawn)	i	-14%	3%	8%	32%	24%	2%	0	7
O=S(=O)(c1ccc(OCC(O)CNCc2ccco2)c(Cl)c1)N1CCOCC1 (stereo not drawn)	i	1%	7%	9%	-10%	-17%	-6%	0	16
CC1CCCC(C)N1CC(O)COc1ccc(Cl)cc1 (stereo not drawn)	i	6%	17%	11%	10%	28%	-1%	0	18
CC(=O)N1CCC(C(=O)Nc2nc(-c3ccccc3)ns2)CC1	i	19%	.	.	.	.	.	5	6
CC(C)C(=O)Nc1ccc2c(c1)C(=O)N(CCC(=O)O)C2=O	.	-1%	6%	13%	0%	-3%	-6%	0	4
CCOC(=O)C1CCN(C(=O)c2ccco2)CC1	i	3%	-26%	8%	-2%	-7%	-9%	0	15
Cn1c(Cn2c(=O)sc3ccccc32)nnc1SCC(=O)N1CCCC1	i	2%	5%	5%	-6%	-3%	3%	5	5
COc1cc(Cl)c(S(=O)(=O)N2CCOCC2)cc1Cl	i	-6%	12%	3%	-5%	-1%	-1%	0	2
O=C(CSc1ncc(-c2ccccc2)n1CC1CCCO1)N1CCCCC1 (stereo not drawn)	i	-3%	6%	1%	-14%	-8%	-2%	5	1

The last 2 records of the section above lead into the next.
SMILES	DPM-DC inhibit	HT1080 cytotoxicity	LYP inhibition	Alkaline phosphatase	HPDE-C7 viability	HPDE-C7K KRASV12	Bfl-1 displacement	Spn MK inh	PMK inhibit	others
COc1cc(Cl)c(S(=O)(=O)N2CCOCC2)cc1Cl	i	-6%	12%	3%	-5%	-1%	-1%	0	2
O=C(CSc1ncc(-c2ccccc2)n1CC1CCCO1)N1CCCCC1 (stereo not drawn)	i	-3%	6%	1%	-14%	-8%	-2%	5	1
COc1ccc(C2=Nn3c(nnc3-c3ccc(OC)cc3)SC2)cc1	i	62%*	.	10%	47%	33%	-8%	10	7
CC(=O)N1c2ccccc2NC2=C(C(=O)CCC2)C1c1ccc(F)cc1 (stereo not drawn)	i	12%	0%	-1%	10%	0%	3%	9	7
COc1ccc(N(CC(=O)Nc2cc(C)ccc2C)S(=O)(=O)c2c(C)nn(C)c2C)cc1	i	-3%	4%	14%	-4%	-4%	-5%	7	12	PMK inhibit pilot replicates=1.5;Spn MK inh pilot replicates=2.0;DPM-DC inhibit pilot screen %=3.0
Cc1c(N(C)C(=O)c2ccco2)c(=O)n(-c2ccccc2)n1C	i	13%	12%	-3%	-4%	8%	5%	5	7
O=C(Nc1cccc(Cl)c1)N1CCN(C/C=C/c2ccccc2)CC1	i	9%	-7%	7%	-4%	-8%	-4%	4	1
CCOC(=O)c1sc(/N=C/Nc2nc(C)c(C(=O)OCC)s2)nc1C	.	0%	-2%	-7%	-2%	1%	-6%	0	9
CC(C)(C)C(=O)CSc1nc2ncc(Br)cc2[nH]1	i	27%	.	12%	-10%	3%	-8%	8	7
Cc1n[nH]c(C)c1Cc1ccc(C(=O)O)cc1	i	-1%	17%	7%	-2%	-13%	5%	9	3
O=C(CSC1=NC(=O)C(Cc2ccccc2)C(=O)N1)Nc1ncccn1 (stereo not drawn)	i	-9%	7%	7%	-10%	-25%	2%	9	2
COc1ccc(C)cc1-n1nnnc1SCc1cn2ccsc2n1	i	-12%	.	7%	5%	13%	1%	0	6
CCc1ccccc1NC(=O)COC(=O)C1CC(=O)N(c2ccc(F)cc2)C1 (stereo not drawn)	i	2%	2%	3%	-7%	-13%	0%	3	5
CCOC(=O)c1[nH]c2ccc(F)cc2c1NC(=O)CN1CCc2cc(OC)c(OC)cc2C1	i	-1%	.	10%	-4%	-3%	2%	14	13
COC(=O)c1ccc(CSc2ccccc2C)o1	i	2%	-8%	16%	5%	-2%	-8%	0	22
Cc1cc(C)nc(N(C#N)CN2C(=O)c3ccccc3S2(=O)=O)n1	i	1%	0%	8%	-26%	-8%	7%	7	8
O=C(CN1CCN(c2ccccc2)CC1)Nc1ccccc1C(F)(F)F	i	-2%	10%	8%	-14%	0%	-9%	7	0

Among those listed so far, these have fluorine:
SMILES	DPM-DC inhibit	HT1080 cytotoxicity	LYP inhibition	Alkaline phosphatase	HPDE-C7 viability	HPDE-C7K KRASV12	Bfl-1 displacement	Spn MK inh	PMK inhibit	others
CC(=O)N1c2ccccc2NC2=C(C(=O)CCC2)C1c1ccc(F)cc1 (stereo not drawn)	i	12%	0%	-1%	10%	0%	3%	9	7
CCc1ccccc1NC(=O)COC(=O)C1CC(=O)N(c2ccc(F)cc2)C1 (stereo not drawn)	i	2%	2%	3%	-7%	-13%	0%	3	5
CCOC(=O)c1[nH]c2ccc(F)cc2c1NC(=O)CN1CCc2cc(OC)c(OC)cc2C1	i	-1%	.	10%	-4%	-3%	2%	14	13
O=C(CN1CCN(c2ccccc2)CC1)Nc1ccccc1C(F)(F)F	i	-2%	10%	8%	-14%	0%	-9%	7	0

Remaining list, next part.
SMILES	DPM-DC inhibit	HT1080 cytotoxicity	LYP inhibition	Alkaline phosphatase	HPDE-C7 viability	HPDE-C7K KRASV12	Bfl-1 displacement	Spn MK inh	PMK inhibit	others
O=C(Cn1nc(Cc2cccnc2)c2ccccc2c1=O)NCc1ccc2c(c1)OCO2	i	3%	5%	16%	1%	4%	-2%	4	5
CC1(C)CC(=O)C=C(Nc2ccc(Br)cn2)C1	i	6%	5%	-2%	4%	-5%	-6%	2	15
CCOC(=O)C1=C(CSc2nc(C)cc(C)c2C#N)OC(N)=C(C#N)C1c1cccs1 (stereo not drawn)	i	16%	6%	14%	-28%	-2%	-1%	5	5	PMK inhibit pilot replicates=12;Spn MK inh pilot replicates=0.0;DPM-DC inhibit pilot screen %=2.0
CCC(C)COC(=O)c1ccc(C(=O)O)cc1 (stereo not drawn)	i	-9%	9%	9%	-1%	-1%	2%	0	12
CC(C)c1nc2sc3c(c2c(=O)o1)CCCC3	i	-6%	2%	14%	7%	16%	-4%	.	9
NC(=O)c1ccccc1OCCOCCOCCOc1ccccc1C(N)=O	i	3%	7%	12%	9%	16%	-3%	5	8
CC1=C(C(=O)Nc2cccnc2)C(c2cccnc2)n2nc(-c3cccs3)nc2N1 (stereo not drawn)	i	11%	4%	14%	-13%	-10%	1%	7	6
COc1ccc2c(c1)c(=O)c(Br)c(C)n2Cc1ccccc1	i	17%	9%	11%	-10%	0%	5%	7	22
Oc1c(C(c2cccs2)N2CCN(c3ccccc3)CC2)sc2ncnn12 (stereo not drawn)	i	1%	7%	12%	-10%	5%	4%	6	12
CCCN(CCC)CCCNC(=O)c1cc2cc3ccc(OC)cc3nc2o1	.	3%	1%	10%	4%	-3%	0%	1	7
c1ccc2[nH]c(NCCN3CCOCC3)nc2c1	i	0%	-9%	-2%	9%	7%	2%	13	11
Cc1ccccc1Oc1ccc(Oc2ccccc2C)nn1	i	4%	-8%	4%	6%	6%	0%	6	10
COC(=O)c1[nH]c2c(c1C)C(=O)CCC2	i	0%	.	-6%	-10%	-4%	-8%	4	7
COC(=O)Cc1csc(N)n1	i	1%&-19%	6%	1%	-13%	-20%	1%	4	5	PMK inhibit pilot replicates=0.0;Spn MK inh pilot replicates=1.0;DPM-DC inhibit pilot screen %=0.0
CC(CCc1ccccc1)NC(=O)C1CCN(S(=O)(=O)c2cnc[nH]2)CC1 (stereo not drawn)	i	1%	6%	16%	-17%	-9%	-1%	1	16	PMK inhibit pilot replicates=5.5;Spn MK inh pilot replicates=1.5;DPM-DC inhibit pilot screen %=1.5
Cc1noc(NS(=O)(=O)c2ccc(N3Cc4ccccc4C3=O)cc2)c1C	i	14%	.	1%	10%	13%	2%	7	11
O=C1c2oc3ccc(F)cc3c(=O)c2C(c2cccc(O)c2)N1CCCN1CCOCC1 (stereo not drawn)	i	-8%	-2%	5%	-15%	0%	9%	10	5
Cc1ccc(C)c(-n2c(CNC(=O)c3ccco3)nnc2SCC(=O)Nc2nccs2)c1	i	3%	-9%	7%	-2%	1%	1%	7	9
COc1cccc(OCCOc2c(OC)cccc2OC)c1	i	2%	3%	7%	3%	4%	-7%	7	6
CCOc1ccc(/C(O)=C2/C(=O)C(=O)N(c3nc(C)c(C)s3)C2c2ccco2)cc1 (stereo not drawn)	i	8%	7%	-8%	32%	27%	0%	0	3
O=C(NCC1(N2CCOCC2)CCCCC1)c1ccc(Cl)c(S(=O)(=O)NCc2ccco2)c1	i	-1%	1%	6%	-2%	-6%	5%	10	13
c1cncc(-c2nc(-c3ccc4c(c3)OCO4)cs2)c1	i	-3%	23%	12%	-13%	-1%	-6%	8	0
O=C(c1cc(-c2ccccc2)on1)N1CCN(Cc2ccc3c(c2)OCO3)CC1	i	-4%	5%	14%	-6%	12%	2%	2	6
Nc1nc(CN2CCN(c3cccc(Cl)c3)CC2)nc(N2CCCc3ccccc32)n1	i	-3%	7%	1%	13%	12%	2%	9	3
COC(=O)C1C(=O)C=C(N2CCOCC2)CC1(C)C (stereo not drawn)	i	5%	.	7%	-8%	-3%	1%	1	11
Cc1ccc2c(CSc3nncs3)cc(=O)oc2c1	i	3%	12%	18%	-4%	-4%	-1%	9	15
CCCc1noc2c1C(c1ccoc1)C(C#N)=C(N)N2 (stereo not drawn)	i	-3%	20%	16%	22%	19%	-12%	2	15
O=C(C1CCCN(Cc2ccc3c(c2)OCO3)C1)N1CCCC1 (stereo not drawn)	i	7%	12%	-1%	-41%	-16%	-6%	32	0
Brc1cccc(-c2nnc3sc(CNCc4ccco4)cn23)c1	i	-7%	11%	2%	-17%	-5%	0%	8	1
CCOc1cc(NC2CS(=O)(=O)CC2O)c(OCC)cc1NC(=O)c1ccccc1 (stereo not drawn)	i	6%	.	3%	8%	17%	3%	0	4
COc1cccc(-c2nnc(SCC(=O)Nc3ccc4c(c3)OCCO4)n2Cc2ccco2)c1	i	-5%	-4%	3%	-5%	6%	-8%	0	1

Screening data as filed in PubChem.
